ERK AVP inh = blocks ERK signaling stimulated by vasopressin; HEK293-V1b, vasopressin-stimulated pERK AlphaScreen; AID 995; 0.99% of 72,000 active; Potency, µM (top dose mostly 57.5 µM), without a hit: top-dose activity, negative = inhibition, actives largely listed as inhibitors; also: % is scaled to controls: 0 for no effect and ±100 for the full control effect; nearly all actives have a fitted effect of over 55% in size
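Overnight-seeded V1b-HEK293 cells in 1% FBS got compound, then vasopressin (25 nM final, 5 min, 37C), then lysis buffer. AlphaScreen detection of phospho-ERK; activity normalized to basal and full-stimulation controls.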
Caspase-1 inhib = caspase-1 (human) inhibition, allosteric or competitive; P29466; Caspase-1 enzyme, Ac-WEHD-AFC fluorogenic rate; Potency, µM (doses to about 57.5 µM), for inactives: at the highest dose activity change, negative = inhibition, most hits filed as inhibitors; 0.03% of 75,000 active; AID 900;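 also: plate controls were vehicle for no effect and no substrate for full effect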
Caspase-7 inhib = caspase-7 (human) inhibition, allosteric or competitive; P55210; recombinant caspase-7, Ac-DEVD-AFC fluorescence rate; Potency, µM (top dose mostly 57.5 µM), for inactives: at the top dose activity change, negative = inhibition, hits mostly inhibitors; 0.02% of 75,000 active; AID 889; active = well fitted inhibition curve with a large enough effect in the main read-out, with a control signal flat, not every such curve was filed as active; inconclusive = small, poorly fitted or top-dose-only effect, or a change in a side signal; also: % of control where 0% means no effect
HEK293 cAMP cs = counter-screen for TSHR agonists: cAMP increase in parental HEK293; Potency, µM (top dose mostly 57.1 µM), for the others: at the highest dose activation, most hits filed as activators; 2.5% of 73,000 active; parental HEK293 CNG cAMP sensor, membrane potential fluorescence; also: % of control where 0% means no effect; nearly all actives have a fitted effect of over 55% in size
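Parental HEK 293 cells stably expressing a modified CNG channel (no TSHR) report cAMP rise as membrane depolarization. Membrane potential dye with 100 uM RO 20-1724 was loaded for 60 min at room temperature, then compound added for 30 min; fluorescence read at 590 nm.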
Active calls of the source: *; ? = inconclusive; & = joins results of further samples; [ ] = remark or other dose. Unless noted, calls follow the shape of the dose curve; as a rule, active = well fitted curve in the direction sought with a large enough effect; inconclusive = small, poorly fitted or top-dose-only effect, or another doubt; inactive = no such curve, though single readings can be large; an effect the other way counts as inactive or inconclusive. Potency is read from the fitted curve at half-maximal effect. This is a subset, so the mix of outcomes need not match the whole.

| smiles | ERK AVP inh | Caspase-1 inhib | Caspase-7 inhib | HEK293 cAMP cs |
| --- | --- | --- | --- | --- |
| CCOC(c1cc(OC)cc([N+](=O)[O-])c1OC)C(C)C(OC)[C@@H](C)/C=C/CC(=O)OC (stereo partly specified) | 11%[11.5 µM] | -2%[11.5 µM] | -1%[11.5 µM] | 24%[11.4 µM] |
| Cc1ccc(OC2C(O)COC2/C=C/C#Cc2ccc(C(C)(C)C)cc2)cc1 (stereo unspecified) | 19%&7%[11.5 µM] | 0%&-2%[11.5 µM] | 1%&0%[11.5 µM] | 2%&4%[11.4 µM] |
| O=C1C(Cl)=C(NCCN2CCOCC2)C(=O)c2ncccc21 | -77% | 6.3µM* | -15% | -14% |
| CCCCCCC/C=C/C1=CC2(C)CC1(C)C(CCCCCCC)CC2=O (stereo unspecified) | 8%[11.5 µM] | 0%[11.5 µM] | 0%[11.5 µM] | -4%[11.4 µM] |
| CC(=O)OCC1OC(C#CC2=CCCCC2)C=CC1OC(C)=O (stereo unspecified) | 25%[11.5 µM] | -2%[11.5 µM] | -1%[11.5 µM] | -4%[11.4 µM] |
| CCN1C(C)=C(C(=O)OC)C(c2ccccc2)N2C(=O)[C@@]3(C(=O)OC)O[C@@]12C1C(=O)N(c2ccccc2)C(=O)C13 (stereo partly specified) | 8%[11.5 µM] | -4%[11.5 µM] | -1%[11.5 µM] | -4%[11.4 µM] |
| CCCCC#CC1C=CC(Oc2ccc(OC)cc2)C(CO)O1 (stereo unspecified) | 12%[11.5 µM] | 0%[11.5 µM] | -3%[11.5 µM] | 26%[11.4 µM] |
| COC(=O)NC(c1cccc(C)c1)[C@]1(C(C)=O)CCOC1=O (stereo partly specified) | 21%[11.5 µM] | 2%[11.5 µM] | -2%[11.5 µM] | 13%[11.4 µM] |
| COC(=O)NC(/C(C(=O)OC)=C(\C)NCc1ccccc1)c1ccc(Cl)cc1 (stereo unspecified) | 15%[11.5 µM] | -2%[11.5 µM] | -1%[11.5 µM] | 17%[11.4 µM] |
| CC(C)(C)c1ccc(/C=C/C(=O)Nc2ccc3c(c2)OCCO3)cc1 | ? | -1% | -4% | ? |
| Fc1ccc(-c2nc3n(c2-c2ccncc2)CCS3)cc1 | 5% | 0% | -1% | 14% |
| CC(=O)OCC1OC(c2ccc3c(c2)OCO3)C=CC1OC(C)=O (stereo unspecified) | 6%[11.5 µM] | 3%[11.5 µM] | 1%[11.5 µM] | 14%[11.4 µM] |
| CCOC(=O)CCCCC1=CC2=CC(=O)C(C)(O)C(=O)C2=CO1 (stereo unspecified) | 2%[11.5 µM] | -2%[11.5 µM] | -2%[11.5 µM] | -1%[11.4 µM] |
| CCCCCCC#CC1C=CC(OC(=O)OCC)C(COC(=O)OCC)O1 (stereo unspecified) | 0%[11.5 µM] | 0%[11.5 µM] | 0%[11.5 µM] | 14%[11.4 µM] |
| CCCCCCCCCCC(C)(C)C(=O)Nc1c(OC)cc(OC)cc1OC | 11% | -2% | -7% | ? |
| COc1ccccc1/C=C/C1=CC2(C)CC1(C)C(c1ccccc1OC)CC2=O (stereo unspecified) | -7%[11.5 µM] | 0%[11.5 µM] | -8%[11.5 µM] | 6%[11.4 µM] |

Of the compounds above, three contain a halogen:
| smiles | ERK AVP inh | Caspase-1 inhib | Caspase-7 inhib | HEK293 cAMP cs |
| --- | --- | --- | --- | --- |
| O=C1C(Cl)=C(NCCN2CCOCC2)C(=O)c2ncccc21 | -77% | 6.3µM* | -15% | -14% |
| COC(=O)NC(/C(C(=O)OC)=C(\C)NCc1ccccc1)c1ccc(Cl)cc1 (stereo unspecified) | 15%[11.5 µM] | -2%[11.5 µM] | -1%[11.5 µM] | 17%[11.4 µM] |
| Fc1ccc(-c2nc3n(c2-c2ccncc2)CCS3)cc1 | 5% | 0% | -1% | 14% |

3 of the entries above in order of their number in Caspase-7 inhib, descending:
mol | Caspase-1 inhib | Caspase-7 inhib
Fc1ccc(-c2nc3n(c2-c2ccncc2)CCS3)cc1 | 0% | -1%
CC(C)(C)c1ccc(/C=C/C(=O)Nc2ccc3c(c2)OCCO3)cc1 | -1% | -4%
CCCCCCCCCCC(C)(C)C(=O)Nc1c(OC)cc(OC)cc1OC | -2% | -7%

An excerpt from the list above:
| smiles | ERK AVP inh | Caspase-1 inhib | Caspase-7 inhib | HEK293 cAMP cs |
| --- | --- | --- | --- | --- |
| CCN1C(C)=C(C(=O)OC)C(c2ccccc2)N2C(=O)[C@@]3(C(=O)OC)O[C@@]12C1C(=O)N(c2ccccc2)C(=O)C13 (stereo partly specified) | 8%[11.5 µM] | -4%[11.5 µM] | -1%[11.5 µM] | -4%[11.4 µM] |
| CCCCC#CC1C=CC(Oc2ccc(OC)cc2)C(CO)O1 (stereo unspecified) | 12%[11.5 µM] | 0%[11.5 µM] | -3%[11.5 µM] | 26%[11.4 µM] |

Further structures:
| smiles | ERK AVP inh | Caspase-1 inhib | Caspase-7 inhib | HEK293 cAMP cs |
| --- | --- | --- | --- | --- |
| CCCCCS(=O)(=O)CCCCCCCCCCn1c(-c2ccc(O)cc2)c(C)c2cc(O)ccc21 | ? | 0% | 0% | 15% |
| CCCCCCC1=Cc2cc(OC)c(OC)cc2C(C2(C(=O)OCC)CCCC2=O)O1 (stereo unspecified) | 23%[11.5 µM] | 3%[11.5 µM] | -1%[11.5 µM] | 2%[11.4 µM] |
| CC(=O)c1ccsc1B(O)O | -19% | 0% | -1% | 4% |
| COc1ccc(-c2ccccc2C2NC(C(=O)O)CCC2C)cc1 (stereo unspecified) | 27%[11.5 µM] | 2%[11.5 µM] | 1%[11.5 µM] | -1%[11.4 µM] |
| O=Cc1ccc(OC2C=CC(c3ccccc3)OC2CO)cc1 (stereo unspecified) | 3%[11.5 µM] | -1%[11.5 µM] | -1%[11.5 µM] | -1%[11.4 µM] |
| COC(=O)NC(c1ccccc1)[C@@]1(C(=O)OC)CCCC1=O (stereo partly specified) | -6%[11.5 µM] | -1%[11.5 µM] | -1%[11.5 µM] | 9%[11.4 µM] |
| CC(C)c1ccccc1S(=O)(=O)c1cc(N)c2ncccc2c1[N+](=O)[O-] | -14% | -3% | -1% | ? |
| OCC1OC(c2ccccc2)C=CC1Oc1cc(Cl)cc(Cl)c1 (stereo unspecified) | 7%[11.5 µM] | -2%[11.5 µM] | 1%[11.5 µM] | 2%[11.4 µM] |
| c1ccc(N2CCN(Cc3nc4ccccc4[nH]3)CC2)nc1 | -5% | 1% | 0% | 3% |
| C=CCC1(C)OC=Cc2nc3cc(Cl)c(Cl)cc3nc21 (stereo unspecified) | 16%[11.5 µM] | -3%[11.5 µM] | -5%[11.5 µM] | 28%[11.4 µM] |
| CCOC(=O)[C@]1(C(/C=C/c2ccco2)NC(=O)OC)CCCC1=O (stereo partly specified) | 8%[11.5 µM] | -5%[11.5 µM] | -1%[11.5 µM] | 0%[11.4 µM] |
| C[C@@]1(O)C(O)[C@@H](CO)O[C@H]1n1cnc2c(NC3CCCC3)nc(Cl)nc21 (stereo partly specified) | 10% | 4% | 0% | 4% |
| COC(=O)C1=C(C)N(Cc2ccccc2)c2c(C(=O)OC)c(C(=O)OC)c(C(=O)OC)c(=O)n2C1c1ccccc1 (stereo unspecified) | 10%&24%[11.5 µM] | -3%&-2%[11.5 µM] | -1%&1%[11.5 µM] | -1%&10%[11.4 µM] |
| COC(=O)NC(CC(C)=O)c1ccc(F)cc1 (stereo unspecified) | 15%[11.5 µM] | -8%[11.5 µM] | -2%[11.5 µM] | -5%[11.4 µM] |
| CC[C@@H]1Cn2c(c3nc(-c4ccccc4)nc-3n(C)c2=O)N1 | -24% | 0% | 1% | 0% |
| FC(F)(F)c1cccc(-c2noc(-c3cc(-c4ccccc4)c(C(F)(F)F)s3)n2)c1 | 13% | 1% | 1% | 3% |
| CC(C)(C)c1ccc(OC2C=CC(C#Cc3ccccc3)OC2CO)cc1 (stereo unspecified) | 18%[11.5 µM] | -6%[11.5 µM] | 0%[11.5 µM] | 13%[11.4 µM] |
| COc1ccc(OC2C(O)COC2/C=C/C#Cc2ccc(F)cc2F)cc1 (stereo unspecified) | 17%&2%[11.5 µM] | -1%&-3%[11.5 µM] | -2%&-1%[11.5 µM] | 15%&2%[11.4 µM] |
| COc1ccc(/C=C/NC(=O)Cc2ccc(OC)c(OC)c2)cc1 | 21%&12%[11.5 µM] | -1%&-1%[11.5 µM] | -2%&0%[11.5 µM] | 7%&28%[11.4 µM] |
| O=C(O)c1ccc(B(O)O)cc1 | -2% | 1% | 0% | 8% |
| CC1(C)OC(C(O)(c2cccc3c2oc2ccccc23)c2cccc3c2oc2ccccc23)C(C(O)(c2cccc3c2oc2ccccc23)c2cccc3c2oc2ccccc23)O1 (stereo unspecified) | 2%[11.5 µM] | -2%[11.5 µM] | 0%[11.5 µM] | -2%[11.4 µM] |
| CC(C)(C)c1cc(C(=O)/C=C/c2ccc(C(=O)O)cc2)cc(C(C)(C)C)c1 | ? | -5% | ? | 28% |
| C/C=C/OC(=O)NC(c1ccccc1)[C@@]1(C(=O)OCC)CCCC1=O (stereo partly specified) | 17%[11.5 µM] | 2%[11.5 µM] | 0%[11.5 µM] | ? |
| Nc1cccc(B(O)O)c1 | -1% | 2% | -1% | 3% |
| COC(c1ccccc1)C(C)C(OC)C(C)C(OC)C(C)C(C)=O (stereo unspecified) | 15%[11.5 µM] | -1%[11.5 µM] | -1%[11.5 µM] | 3%[11.4 µM] |
| C=C(C)CC1(c2ccccc2)Oc2ccccc2-c2nc3cc(Cl)c(Cl)cc3nc21 (stereo unspecified) | 26%[11.5 µM] | -3%[11.5 µM] | -3%[11.5 µM] | -3%[11.4 µM] |

Another view of some results above.
SMILES: COC(c1ccccc1)C(C)C(OC)C(C)C(OC)C(C)C(C)=O (stereo unspecified)
  ERK AVP inh: 15%[11.5 µM]; Caspase-1 inhib: -1%[11.5 µM]; Caspase-7 inhib: -1%[11.5 µM]; HEK293 cAMP cs: 3%[11.4 µM]
SMILES: CC1(C)OC(C(O)(c2cccc3c2oc2ccccc23)c2cccc3c2oc2ccccc23)C(C(O)(c2cccc3c2oc2ccccc23)c2cccc3c2oc2ccccc23)O1 (stereo unspecified)
  ERK AVP inh: 2%[11.5 µM]; Caspase-1 inhib: -2%[11.5 µM]; Caspase-7 inhib: 0%[11.5 µM]; HEK293 cAMP cs: -2%[11.4 µM]

Screens: PubChem BioAssay, National Center for Advancing Translational Sciences (NCATS)
